MrgX1 PAM – positive allosteric modulators of MrgX1, primary screen, HEK293 cells, Fluo-4 calcium flux; FDSS; stronger effect = higher value; B-score at 10 µM; actives 0.63% (n = 310,000); AID 588675, 2011;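 active means plate-corrected calcium response at least 3 library SD above typical, normal starting fluorescence, not activating the receptor alone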;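 further: compound read alongside a low EC10 to EC30 dose of BAM8-22 agonist; peak minus trough fluorescence over baseline measured at the second addition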
HIF activator – HIF pathway transcriptional activators, primary screen, cell-based, U2OS HRE-luciferase, luminescence; U2OS HRE-luciferase reporter; normalized: DMSO 0%, desferrioxamine 100%; activation, % at 7.5 µM (by protocol); actives 0.32% (n = 300,000);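 active means mean activation of at least 10% of the iron chelator positive control signal, with at least half of replicates also reaching 10%; inconclusive means mean and replicate majority disagree about reaching 10%; inactive means mean and most replicates under 10%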
TRPC6 activator – mouse TRPC6 channel activators, primary screen, cell-based, HEK293, membrane potential dye; Short transient receptor potential channel 6 (Mus musculus), Q61143; HEK293-TRPC6 membrane potential dye fluorescence; stronger effect = higher value; B-score at 10 µM; actives 0.13% (n = 310,000); AID 2550, 2010;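 active means B-score of the integrated fluorescence ratio above library mean plus 3 SD, and starting fluorescence ratio within library mean plus 5 SD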;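 further: higher score means more depolarization so channel activation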
RGS4 inh – RGS4 inhibitors, primary screen, cell-based, HEK293 M3R inducible RGS4, calcium flux; Fluo-4 calcium flux; stronger effect = higher value; triggered by carbachol at its EC20; B-score at 10 µM; actives 0.45% (n = 310,000);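 active means B-score, a plate-corrected calcium signal, over three deviations above library mean, with baseline fluorescence within five deviations of library mean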;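 further: RGS4 expression induced by doxycycline in cells with stable M3 receptor; B-score is computed from the integrated fluorescence ratio over baseline after carbachol; higher B-score means a larger calcium signal and so more RGS4 inhibition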
Target sequence (P49798 whole entry, looked up): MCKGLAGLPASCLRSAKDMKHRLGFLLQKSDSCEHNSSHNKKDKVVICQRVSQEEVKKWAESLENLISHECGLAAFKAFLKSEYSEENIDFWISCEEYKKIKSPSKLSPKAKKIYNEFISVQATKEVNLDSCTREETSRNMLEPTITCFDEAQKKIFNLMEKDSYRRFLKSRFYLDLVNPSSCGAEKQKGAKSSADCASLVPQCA
RGS4 act – RGS4 potentiators or activators, primary screen, cell-based, HEK293 M3R inducible RGS4, calcium flux; actives 0.92% (n = 310,000); B-score at 10 µM; carbachol calcium flux Fluo4; stronger effect = lower value; AID 463111, 2010;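 active means B-score of the integrated calcium signal more than 4 SD below the library mean, with starting fluorescence not abnormally high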;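 further: negative B-score means reduced calcium response which marks RGS4 activation or potentiation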
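Test system: HEK293 cells with stable M3R and inducible RGS4; also added: carbachol at ECmax as muscarinic agonist stimulus; schedule: dye loading 30 min 37 °C, buffer rest 30 min RT; technique: kinetic calcium fluorescence imaging with Fluo4-AM dye, 2 µM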
Platelet DG rel – inhibitors of platelet dense granule secretion, primary screen, cell-based, MLPCN, human platelets. human platelet-rich plasma, SFLLRN dense granule ATP release, luminescence. inhibition, %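 (compounds screened at 7.5 µM in platelet-rich plasma)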. actives 0.22% (n = 300,000). AID 1663, 2009;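 active means mean replicate score, as percent of positive control, at or above 50; inconclusive means mean below 50 but at least one replicate at or above 50; inactive means mean and every replicate below 50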
SKKanGAS inh – S. pyogenes SKKanGAS growth inhibitors in kanamycin, primary screen, streptokinase expression inhibitor project, SKKanGAS strain, BacTiter-Glo luminescence | inhibition, % at 7.5 µM | 6 h | actives 1.3% (n = 300,000);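 active means mean replicate score, as percent of positive control median, at least 50; inconclusive means mean below 50 but one replicate at or above 50; inactive means mean and every replicate below 50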;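 further: strain carries kanamycin resistance gene driven by streptokinase promoter and grows in 40 µg/ml kanamycin; loss of luminescence reflects streptokinase promoter inhibition or plain growth inhibition; 0% = median of DMSO wells and 100% = positive control at its reference dose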
MrgX1 ag – agonists of human MrgX1 receptor, primary screen, HEK293 cells, Fluo-4 calcium flux | Fluo-4 calcium fluorescence, agonist mode; stronger effect = higher value | B-score at 10 µM | actives 0.44% (n = 310,000) | Mas-related G-protein coupled receptor member X1 (Homo sapiens), Q96LB2;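 active means calcium response B-score plate-corrected fluorescence ratio at least 3 library SD, with starting fluorescence B-score inside 5 SD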
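Test system: Stable human MrgX1 HEK293 cell line | Schedule: Overnight plating before 1 h dye loading | Read-out basis: Baseline-normalised fluorescence change ratio, B-scored | Detection: Kinetic calcium dye fluorescence, Fluo-4 NW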
TRPC4 block – inhibitors of mouse TRPC4 channel, primary screen, Fluo4 calcium, HEK293 TRPC4beta/mu-opioid cells; actives 0.39% (n = 300,000); B-score at 10 µM; Short transient receptor potential channel 4 (Mus musculus), Q9QUQ5; AID 2247, 2010; DAMGO-evoked Fluo4 calcium flux; stronger effect = lower value;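 active means B-score over 3 SD under the library average, no early fluorescence shift, positive overall ratio signal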
Target sequence (Q9QUQ5 whole entry, looked up): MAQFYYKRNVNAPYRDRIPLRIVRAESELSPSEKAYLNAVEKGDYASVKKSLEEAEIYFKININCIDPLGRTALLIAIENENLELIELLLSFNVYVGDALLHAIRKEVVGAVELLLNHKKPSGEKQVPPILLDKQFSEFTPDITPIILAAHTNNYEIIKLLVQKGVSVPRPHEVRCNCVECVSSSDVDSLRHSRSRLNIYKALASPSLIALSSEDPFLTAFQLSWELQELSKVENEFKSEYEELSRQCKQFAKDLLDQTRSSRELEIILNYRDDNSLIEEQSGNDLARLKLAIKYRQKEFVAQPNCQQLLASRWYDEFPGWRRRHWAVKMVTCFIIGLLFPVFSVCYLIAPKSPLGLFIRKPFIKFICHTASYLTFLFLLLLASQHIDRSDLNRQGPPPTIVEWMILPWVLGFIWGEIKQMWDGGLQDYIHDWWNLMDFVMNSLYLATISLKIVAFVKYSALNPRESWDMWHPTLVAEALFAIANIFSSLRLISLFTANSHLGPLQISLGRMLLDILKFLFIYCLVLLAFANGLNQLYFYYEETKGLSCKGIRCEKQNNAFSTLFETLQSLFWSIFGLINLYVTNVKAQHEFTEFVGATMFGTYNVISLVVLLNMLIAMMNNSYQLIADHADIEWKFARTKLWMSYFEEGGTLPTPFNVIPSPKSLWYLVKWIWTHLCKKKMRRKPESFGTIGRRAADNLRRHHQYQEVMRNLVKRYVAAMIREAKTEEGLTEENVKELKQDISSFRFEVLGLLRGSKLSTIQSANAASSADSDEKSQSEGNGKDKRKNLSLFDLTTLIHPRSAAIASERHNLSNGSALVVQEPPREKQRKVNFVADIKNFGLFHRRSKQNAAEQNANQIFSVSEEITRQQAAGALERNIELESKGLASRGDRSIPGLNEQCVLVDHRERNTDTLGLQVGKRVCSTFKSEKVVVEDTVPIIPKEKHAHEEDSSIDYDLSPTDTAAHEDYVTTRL
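Assay system: HEK293 cells with stable TRPC4beta plus mu-opioid receptor expression. Dosing: single dose. Measured by: Fluo4 Ca2+ flux fluorescence. Also added: DAMGO in two steps, submaximal then maximal. Read-out: B score from integrated Fluo4 fluorescence ratio.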
MrgX1 antagonist – antagonists of human MrgX1 receptor, primary screen, HEK293 cells, Fluo-4 calcium flux. AID 588676, 2011. B-score at 10 µM. actives 1.3% (n = 310,000). Mas-related G-protein coupled receptor member X1 (Homo sapiens), Q96LB2. BAM8-22 antagonism; stronger effect = lower value;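 active means calcium-response B-score plate-corrected more than 3 library SD below zero, starting fluorescence within 5 deviations, no agonist response on first addition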;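 further: peak minus trough fluorescence over baseline after final BAM8-22 challenge near maximal dose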
TRPC6 inh – mouse TRPC6 channel inhibitors, primary screen, cell-based, HEK293, membrane potential dye; Short transient receptor potential channel 6 (Mus musculus), Q61143; actives 1.1% (n = 310,000); B-score at 10 µM; ACh-evoked depolarization; stronger effect = lower value;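 active means B-score under library mean minus 3 SD, initial fluorescence not abnormally high, positive integrated signal ratio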;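 further: B-score derived from integrated fluorescence ratio over the kinetic read; more negative B-score means stronger inhibition of depolarization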
The depositor's hits bear a star; i = inactive; u = inconclusive; x = not tested or not shown.

SMILES	MrgX1 PAM	HIF activator	TRPC6 activator	RGS4 inh	RGS4 act	Platelet DG rel	SKKanGAS inh	MrgX1 ag	TRPC4 block	MrgX1 antagonist	TRPC6 inh
COc1ccc(C2C(C#N)=C(N)Oc3cc(N)ccc32)cc1 (configuration not stated)	i	0.0	i	i	i	6.0	-0.5	i	i	i	i
Cc1ccc(C(=O)Nc2ccc3c(c2)nc(CCNC(=O)c2ccco2)n3C)cc1	i	u	i	i	i	1.4	-3.0	i	i	i	i
CCCCN1C(=O)/C(=C2\SC(N3CCOCC3)=NC2=O)c2ccccc21	i	1.5	i	i	i	9.9	0.9	i	i	i	i
O=C(C1=C[C@@H]2[C@H]3C(=O)N(c4cccc(Cl)c4)C(=O)[C@H]3[C@@H](C(=O)c3ccc(Cl)cc3)N2C=C1)c1ccccc1	i	0.3	i	i	i	-2.7	15.4	i	i	i	i
COc1cc(NC(=O)Cc2ccc(S(=O)(=O)N3CCOCC3)s2)c(OC)cc1Cl	i	0.9	i	i	i	1.9	0.8	i	i	i	i
Cc1cc(/C=C2\SC(=S)NC2=O)c(C)[nH]1	i	0.2	26.9*	i	i	-1.4	-0.8	38.2*	i	i	-6.4*
COc1ccc(OCC(=O)N/N=c2\oc3c(OC)cccc3cc2C(N)=O)cc1	i	-0.7	i	i	i	-5.9	0.6	i	i	i	i
O=C(N/N=C/c1c[nH]c2ccccc12)C1COc2ccccc2O1 (configuration not stated)	i	3.6	i	i	i	-1.7	-7.0	i	i	i	i
COc1cc(/C=N/NC(=S)NC(C)C)ccc1OCC(=O)Nc1c(C)cc(C)cc1C	i	-0.1	i	i	i	-1.8	7.7	i	i	i	i
Cn1nccc1C(=O)NC1CCCc2c1cnn2-c1cc(F)cc(F)c1 (configuration not stated)	i	1.3	i	i	i	-13.6	7.8	i	i	i	i
CC1CCCN(S(=O)(=O)c2cc(Cl)ccc2Cl)C1 (configuration not stated)	i	-0.3	i	i	i	-2.7	0.5	i	i	i	i
O=c1cc(C(F)(F)F)[nH]c2c(OC(F)(F)F)cccc12	i	0.7	i	i	i	14.2	11.1	i	i	i	i
COCc1cc(=O)[nH]c(SCC(=O)c2ccccc2)n1	i	-0.2	i	i	i	-8.6	-13.4	i	i	i	i
CN1CCN(C(=O)CSc2nc3ccc(NC(=O)c4ccccc4F)cc3s2)CC1	i	1.1	i	i	i	0.4	8.3	i	i	i	i
CC(=O)c1cccc(NC(=O)Nc2c(C)nn(C)c2C)c1	i	-0.3	i	i	i	-4.4	-5.5	i	i	i	i
CSc1ccc(/C=N/NC(=O)CN2CCN(Cc3ccc(C)cc3)CC2)cc1	i	2.8	i	i	i	1.9	4.5	i	i	i	i
CC1CCN(C(=S)c2ccc(N(C)C)cc2)CC1	i	0.7	i	i	i	-1.9	-2.1	i	i	i	i
CCOC(=O)c1cnc2c(cnn2C)c1Oc1ccc(OC)cc1	i	0.2	i	i	i	6.2	1.1	i	i	i	i
CC(=O)Oc1ccc(N(C(C)=O)S(=O)(=O)c2ccc(C)cc2C)c2ccccc12	i	-2.2	i	i	i	-0.5	2.0	i	i	i	i
O=C(Cn1cnc2ccccc21)N/N=C/c1ccc([N+](=O)[O-])cc1	i	-0.4	i	i	i	-0.8	-14.1	i	i	i	i
CN(CC(=O)NCc1cccc(F)c1)C(=O)c1ccco1	i	-0.3	i	i	i	7.3	-1.2	i	i	i	i
O=C1N=NC2=C1c1c3ccccc3c(O)n1CC2	i	-2.2	i	i	i	8.8	-3.7	i	i	i	i
CC(CN1CCCCC1)C(=O)NN (configuration not stated)	i	0.3	i	i	i	-3.8	5.6	i	i	i	i
COc1ccc(N2CCN(CC(O)c3c[nH]c4ccc(OC)cc34)CC2C)cc1 (configuration not stated)	i	-0.2	i	i	i	1.3	-6.5	i	i	i	i
COc1ccc(C(=O)Nc2ccc(C3=NNC(=O)CC3C)cc2NC(=O)c2ccc(OC)cc2)cc1 (configuration not stated)	i	0.1	i	i	i	7.2	29.9	i	i	i	i

More structures
SMILES	MrgX1 PAM	HIF activator	TRPC6 activator	RGS4 inh	RGS4 act	Platelet DG rel	SKKanGAS inh	MrgX1 ag	TRPC4 block	MrgX1 antagonist	TRPC6 inh
COC(=O)CSc1nc(SCc2ccccc2Cl)nc2c1CCCC2	i	-0.3	i	i	-8.01*	0.6	-4.0	i	i	i	i
CC1=C(C(=O)OC2CCCCC2)C(c2ccc(O)cc2)NC(=O)N1 (configuration not stated)	i	-0.6	i	i	i	-0.3	-2.9	i	i	i	i
Cc1cc(C)cc(OCC(=O)Nc2nonc2NC(=O)COc2cc(C)cc(C)c2)c1	i	-0.3	i	i	i	-1.2	-4.0	i	i	i	i
N/N=C(\c1ccccc1)c1cc(Cl)ccc1N	i	-0.6	i	i	i	-7.8	8.1	i	i	i	i
COc1ccc(/C(C)=N/Nc2nc3ccccc3nc2C)cc1	i	2.3	i	i	i	-10.8	-12.8	i	i	i	i
COC(=O)CCC(=O)NC(=S)Nc1c(C)cccc1C	i	-0.2	i	i	i	7.8	15.9	i	i	i	i
COCCNC(=O)c1onc(CSc2ccc(C(C)C)cc2)c1C(=O)O	i	-0.2	i	i	i	1.5	13.3	i	i	i	i
Cc1coc(NC(=O)CSc2nc(-c3ccncc3)cc(C(F)(F)F)c2C#N)n1	i	-0.6	i	i	i	0.6	3.8	i	i	i	i
O=C(Nc1ccccc1NC(=O)c1c(F)c(F)c(F)c(F)c1F)c1c(F)c(F)c(F)c(F)c1F	i	-1.9	i	i	i	7.9	2.2	i	i	i	i
CC(C)c1ccc(OCc2cccc(C(=O)N/N=C/c3cccnc3)c2)cc1	i	-0.8	i	i	i	-7.6	-12.6	i	i	i	i
FC(F)(F)c1nnc2ccc(Sc3ccccn3)nn12	i	0.1	i	i	i	0.7	-5.6	i	i	i	i
O=C(OCC(O)C(O)COC(=O)c1ccccc1)c1ccccc1 (configuration not stated)	i	x	i	i	i	x	x	i	i	i	i
Cc1ccc(OCC(=O)N2CCc3ccccc3C2)cc1	i	0.7	i	i	i	4.8	5.0	i	i	i	i
CCOc1cc(C2C3=C(CC(C)(C)CC3=O)N(CCOC)C3=C2C(=O)CC(C)(C)C3)ccc1OC	i	-1.4	i	i	i	3.3	9.1	i	i	i	i
O=C(Cn1nnc(-c2cccc(C(F)(F)F)c2)n1)NNS(=O)(=O)c1cccc(C(F)(F)F)c1	i	0.2	i	i	i	-4.4	-3.9	i	i	i	i
CC(C)(C)c1ccc(C(=O)N/C(N)=N/c2nc3ccccc3o2)cc1	i	0.0	i	i	i	6.3	6.9	i	i	i	i
N#Cc1nc(Cc2ccccc2)oc1N1CCC(C(N)=O)CC1	i	0.0	i	i	i	0.7	3.1	i	i	i	i
O=S(=O)(Nc1ccccc1)c1ccc(NS(=O)(=O)c2cccs2)cc1	i	0.0	i	i	i	4.6	-3.5	i	i	i	i
CC1CN(C(c2ccco2)c2sc3ncnn3c2O)CC(C)O1 (configuration not stated)	i	-0.4	i	i	i	-9.3	4.2	i	i	i	i
O=C(O)CC1(CC(=O)Nc2ccc3c(c2)OCCCO3)CCCCC1	i	0.3	i	i	i	-1.8	0.8	i	i	i	i
COC(=O)COc1ccc(S(=O)(=O)N2CCN(c3ccccc3F)CC2)cc1	i	1.4	i	i	i	-4.2	3.0	i	i	i	i
Cc1ccc(NC(=O)Cn2cc(S(=O)(=O)c3ccc(F)cc3)c(=O)c3cc(F)ccc32)cc1	i	-0.2	i	i	i	-0.9	5.3	i	i	i	i
COc1ccccc1NC(=O)COC(=O)Cc1cccs1	i	-0.4	i	i	i	-0.1	6.1	i	i	i	i
Cc1ccc(CC(=O)NCCS(=O)c2ccc(C)cc2)cc1 (configuration not stated)	i	-0.1	i	i	i	-0.2	-4.5	i	i	i	i
CC(=O)Nc1cccc(S(C)(=O)=O)c1	i	-0.8	i	i	i	-5.8	-2.4	i	i	i	i

Continued.
SMILES	MrgX1 PAM	HIF activator	TRPC6 activator	RGS4 inh	RGS4 act	Platelet DG rel	SKKanGAS inh	MrgX1 ag	TRPC4 block	MrgX1 antagonist	TRPC6 inh
COC(=O)c1cc2c(=O)c3ccccc3oc2nc1C	i	2.5	i	i	i	11.1	2.6	i	i	i	i
CCN1C(=O)C(C)S/C1=N\S(=O)(=O)c1ccc(F)cc1 (configuration not stated)	i	x	i	i	i	-4.6	-3.0	i	i	i	i
Cc1csc(SCc2ccc(C(=O)O)cc2)n1	i	0.7	i	i	i	1.8	-4.8	i	i	i	i
CCC(CC)c1nnc(NS(=O)(=O)Cc2ccccc2)s1	i	-0.3	i	i	i	-13.2	2.3	i	i	i	i
COc1ccccc1NC(=O)c1c(C)oc2c1CCCC2	i	0.1	i	i	i	-1.4	6.3	i	i	i	i
C=CCCC1(C)C(=O)N(c2ccccc2)c2ccccc21 (configuration not stated)	i	0.1	i	i	i	-0.8	3.8	i	i	i	i
O=C1Nc2ccc([N+](=O)[O-])cc2OC1CCN1CCCC1 (configuration not stated)	11.7*	-0.9	i	i	i	2.4	-1.8	i	i	i	i
Cc1ccc(/C=C/C(=O)OC(C)C(=O)Nc2ccc(Cl)cn2)o1 (configuration not stated)	i	0.1	i	i	i	12.9	8.4	i	i	i	i
CC(/C=N/NC(=O)c1cc(C(C)C)[nH]n1)=C\c1ccccc1	i	0.1	i	i	i	-2.1	-22.6	i	i	i	i
CCOC(=O)c1cc(C)[nH]c(=O)c1C#N	i	-17.0	i	i	i	-3.7	-2.4	i	i	i	i
CC(C)(C)NC(=O)N1CCCN(c2ccc(C(F)(F)F)cn2)CC1	i	-0.8	i	i	i	2.6	-3.9	i	i	i	i
C=CCn1c(O)c(C=Nc2ccc(Cc3ccncc3)cc2)c(=O)[nH]c1=S	i	-0.1	i	i	i	-7.4	2.1	i	i	i	i
CCOC(=O)c1c(N)sc2c1CCCC2=O	i	-0.7	i	i	i	-15.1	-1.2	i	i	i	i
CCN(CC(=O)Nc1cccc(F)c1)Cc1nc2ccccc2c(=O)[nH]1	i	-0.7	i	i	i	7.0	4.7	i	i	i	i
O=C1CC(c2ccco2)Cc2nc(N3CCc4ccccc4C3)ncc21 (configuration not stated)	i	-0.1	i	i	i	-6.9	15.9	i	i	i	i

Bioassay records from PubChem.
